# MIN6 prolif: induces beta-cell replication in MIN6 cells; 330,000 compounds, 0.29% hits; MIN6 cells proliferation, ATPlite luminescence, 48 h; cells starved in 0.2% serum; 100% = growth in 10% serum; proliferation, % at 10 µM;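 active = compounds whose signal lies at least 3.5 SD above the mean of all wells on their plate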;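 also: 0% = DMSO-treated cells in low-serum medium and 100% = 10% serum control; some compounds called inactive have numbers as strong as hits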
# SENP8 block-1: blocks human SENP8 cleavage of Nedd8 substrate | Q96LD8 | recombinant SENP8, Nedd8 substrate fluorescence | inhibition, % at 20 µM | 360,000 compounds, 0.64% hits | AID 602440; in the data active = inhibition mostly above about 40%, no sharp cut-off; inactive = mostly below about 27%
# SENP1 FRET inh: inhibitors of human SENP1 SUMO protease catalytic domain; Q9P0U3; recombinant SENP1 catalytic domain, CyPet-SUMO1-YPet FRET cleavage; inhibition, % at 10 µM; 360,000 compounds, 0.21% hits; AID 624204;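 active = inhibition at least 30% at 10 µM, raw YFP signal under a set limit, fluorescence ratio 0.5 to 1.5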;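 also: 0% = enzyme with DMSO and 100% = no enzyme wells; some results filed as inactive read as strong as hits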
# Target sequence (Q9P0U3 419-644 limits assumed): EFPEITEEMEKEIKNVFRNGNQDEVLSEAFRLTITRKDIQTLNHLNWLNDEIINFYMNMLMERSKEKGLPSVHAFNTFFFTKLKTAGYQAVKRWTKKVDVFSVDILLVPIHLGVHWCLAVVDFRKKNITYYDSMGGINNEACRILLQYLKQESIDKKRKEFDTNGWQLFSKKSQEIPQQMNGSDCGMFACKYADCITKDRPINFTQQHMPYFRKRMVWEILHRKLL
#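 Assay system: hSENP1 catalytic domain, recombinant. Amount: SENP1 enzyme, 20 pM final. Schedule: 50 min reaction, RT, dark. Technique: FRET, CFP and YFP emission. Control set: no-enzyme wells low, DMSO-plus-enzyme wells high control.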
# SENP6 inh: blocks the human protease SENP6; 330,000 compounds, 1.8% hits; Recombinant SENP6 catalytic domain, aminoluciferin luminescence; inhibition, % at 10 µM; Q9GZR1; AID 2599;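 active = inhibition above about 50% at the single tested dose, limit read from the data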;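 also: plate controls were DMSO wells with enzyme for no effect and DMSO wells lacking enzyme for full effect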
# PfG6PD inh: PfG6PD (Plasmodium falciparum) enzyme inhibition. PfGluPho enzyme, NADPH resazurin-diaphorase fluorescence. inhibition, % at 20 µM. 350,000 compounds, 0.78% hits;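 active = inhibition reaching at least a set limit at 20 µM in the primary screen, cut at about 59% in these data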;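 also: 0% = DMSO wells with substrate and 100% = DMSO wells lacking glucose-6-phosphate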
# SENP7 inh: inhibitors of human SENP7 protease; Q9BQF6; recombinant SENP7, Z-RLRGG-aminoluciferin luminescence, 40 min; inhibition, % at 5 µM; 330,000 compounds, 1.5% hits; AID 434973;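 active = inhibition above about 50% at the single test dose, limit read from the data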;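 also: plate controls were DMSO with enzyme for no effect and no enzyme buffer wells for full effect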
# HKDC1 inh: blocks human hexokinase HKDC1 activity; 340,000 compounds, 0.16% hits; inhibition, % at 20 µM; recombinant HKDC1, G6PDH/diaphorase resazurin coupled fluorescence;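 active = inhibition above about 35% when tested at 20 µM, limit read from the data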;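 also: plate controls were DMSO wells with enzyme for no effect and DMSO wells lacking enzyme for full effect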
# Target sequence (Q2TB90 whole entry, looked up): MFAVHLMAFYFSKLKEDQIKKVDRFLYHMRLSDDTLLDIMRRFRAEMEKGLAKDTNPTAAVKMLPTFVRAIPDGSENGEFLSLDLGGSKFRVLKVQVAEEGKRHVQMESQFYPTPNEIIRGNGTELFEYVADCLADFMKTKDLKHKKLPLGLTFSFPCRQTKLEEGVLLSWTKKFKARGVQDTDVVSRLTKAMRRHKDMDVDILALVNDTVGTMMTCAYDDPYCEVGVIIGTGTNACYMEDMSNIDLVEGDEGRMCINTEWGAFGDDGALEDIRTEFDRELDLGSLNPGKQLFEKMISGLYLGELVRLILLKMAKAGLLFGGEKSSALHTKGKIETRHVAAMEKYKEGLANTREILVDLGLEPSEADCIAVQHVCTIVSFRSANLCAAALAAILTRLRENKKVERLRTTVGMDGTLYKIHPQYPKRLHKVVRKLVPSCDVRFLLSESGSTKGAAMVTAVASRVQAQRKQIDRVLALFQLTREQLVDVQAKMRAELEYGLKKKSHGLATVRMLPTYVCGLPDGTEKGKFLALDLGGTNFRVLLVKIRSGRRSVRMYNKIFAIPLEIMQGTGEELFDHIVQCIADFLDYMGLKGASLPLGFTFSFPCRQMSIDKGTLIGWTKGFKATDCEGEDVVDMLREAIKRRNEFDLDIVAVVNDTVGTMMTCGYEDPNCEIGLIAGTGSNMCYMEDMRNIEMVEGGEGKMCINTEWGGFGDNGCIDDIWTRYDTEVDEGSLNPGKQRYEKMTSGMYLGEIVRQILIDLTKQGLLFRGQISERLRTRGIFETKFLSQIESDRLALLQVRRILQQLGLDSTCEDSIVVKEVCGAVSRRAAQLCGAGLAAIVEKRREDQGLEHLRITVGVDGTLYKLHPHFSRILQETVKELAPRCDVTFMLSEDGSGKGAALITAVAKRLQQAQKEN
#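 Assay system – recombinant HKDC1 (HK5) hexokinase enzyme, produced in-house · Input – HKDC1 at 5 µg/mL · Reagent – glucose plus 1 mM ATP as hexokinase substrates · Timing – 90 min reaction incubation at room temperature, dark · Measured by – G6PDH/diaphorase-coupled fluorescence, 1 mM NADP, 100 µM resazurin, 525/613 nm · Benchmarks – DMSO-enzyme wells negative, buffer-substituted wells positive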
# UBC13 polyUb: blocks human UBC13 polyubiquitin chain formation | P61088 | TR-FRET | inhibition, % at 20 µM | 330,000 compounds, 0.47% hits | AID 485273; in the data active = inhibition above about 45%, passing the limit was not always enough
# SENP8 block-2: SENP8 protease inhibition; Q96LD8; purified SENP8, Z-RLRGG-aminoluciferin cleavage, luminescence; inhibition, % at 10 µM; 330,000 compounds, 1.2% hits; AID 2540; in the data active = inhibition above about 50%
# * marks the source's active call; other numbers are inactive results; nt = no result given; & = joins results of further samples.
SMILES,MIN6 prolif,SENP8 block-1,SENP1 FRET inh,SENP6 inh,PfG6PD inh,SENP7 inh,HKDC1 inh,UBC13 polyUb,SENP8 block-2
Cc1c(C(=O)NCc2ccc3c(c2)cc(C)n3C)cccc1[N+](=O)[O-],-0.4,-7.4,1.2,-10.0,0.7,-3.0,5.0,0.9,-9.6
CC1CCN(CC(=O)N2c3ccccc3CCc3ccccc32)CC1,-3.3,12.7,-3.9,-11.2,-13.7,-5.4,-2.8,-17.1,-11.5
C/C(Cn1cnc([N+](=O)[O-])n1)=N\NC(=O)c1ccc(Br)cc1,-1.0,22.3,1.4,-0.3,-4.8,2.3,-7.7,-5.3,-1.0
Cn1c(=O)oc2cc(S(=O)(=O)NCc3ccccn3)ccc21,3.7,11.5,4.0,-2.4,2.3,-5.3,-4.7,0.3,1.9
C=CCn1c(O)c(N=NC(=S)Nc2cccc(OC)c2)c2ccccc21,-5.3,34.4,5.2,-13.2,1.4,10.8,-11.4,23.3,0.7
O=C(O)c1ccc2c(c1)C(=O)N(c1cccc(C(=O)/C=C/c3ccccc3)c1)C2=O,-1.2,4.9,3.4,8.0,-16.1,-2.2,24.3,-20.6,-6.1
O=C(Nc1ccc([N+](=O)[O-])cc1)C(=O)Nc1cccc(C(=O)O)c1,-5.0,4.8,1.0,99.3*,7.2,98.9*,-4.5,4.6,96.6*
COCCCn1c(SCc2cc(=O)[nH]c3ccccc23)nnc1-c1ccco1,-0.8,3.2,-3.5,-3.4,11.5,0.9,4.1,-6.8,-1.9
O=C(NC1CCNCC1)C1CCCCC1,-0.4,12.0,-1.7,5.3,-6.2,-1.1,-5.5,8.2,-7.9
Cc1ccc2nc(NC(=O)c3ccc4ncsc4c3)sc2c1,-3.5,-414.7,-140.4,-12.9,32.3,-5.4,-3.1,11.9,-8.3
CSc1cccc(NC(=O)C(=O)NCc2ccccc2)c1,-4.7,20.8,-0.1,-14.4,-2.8,-1.6,1.2,-4.7,-3.2
C=CCN(C(=O)c1csnn1)C(C(=O)NC1CCCC1)c1ccccc1F (stereo not given),-0.5,6.2,0.7,-23.7,-5.4,-4.8,-5.4,0.5,-2.7
CC1CCN(C(=S)NC(=O)c2ccccc2)CC1,0.6,23.7,1.2,-2.4,2.7,1.0,-7.0,2.1,4.4
O=[N+]([O-])c1cccc(S(=O)(=O)Nc2ccc(S(=O)(=O)NCC3CCCO3)cc2)c1 (stereo not given),-3.5,11.9,1.2,-4.8,-12.6,12.1,2.8,-5.0,-10.2
Cc1ccc2cccc(Oc3ccc([N+](=O)[O-])cc3[N+](=O)[O-])c2n1,-1.8,18.6,2.8,3.4,121.0*,-3.6,-2.5,-0.4,0.8
O=C(Oc1ccnc2cc(Cl)ccc12)N1CCCCCC1,-3.1,30.9,-0.7,3.3,8.4,8.9,4.3,5.5,-3.9
c1ccc(-c2csc(-n3cccn3)n2)cc1,0.4,13.4,1.8,-22.2,5.3,19.4,-1.2,5.8,-2.4
COc1cccc(C2NC(=O)c3ccccc3O2)c1OCc1ccccc1F (stereo not given),-2.0,-54.1,0.4,-7.6,-0.2,-8.9,1.8,-10.5,4.8
CC(=O)Nc1ccc(S(=O)(=O)NCCC(=O)OCC(=O)NCc2ccccc2)cc1,0.4,-3.3,1.2,-1.9,2.6,4.9,-0.9,5.2,8.6
COc1ccc(NC(=O)CCCCC(=O)Nc2ccc(OC)cc2OC)c(OC)c1,2.8,6.3,1.6,-9.0,-8.3,4.3,-0.7,3.2,6.3
Cc1cc(OCc2cc(C(=O)N3CCCCCC3)no2)cc(C)c1Cl,-2.7,9.3,4.0,12.5,-3.4,-3.1,-6.8,-7.4,-9.9
Cc1ccc(Cl)cc1N1CCN(C(CC(C)C)c2nnnn2CC2CCCO2)CC1 (stereo not given),-3.5,36.4,2.2,-11.3,-6.2,-9.0,-1.9,0.0,-10.2
CCCCNC(=O)CCn1ccc2cc(S(=O)(=O)N3CCCC3)ccc21,-3.9,-19.4,2.5,3.6,4.8,-5.2,-5.8,10.1,-1.3
Cn1cc([N+](=O)[O-])c(C(=O)Nc2ccc(-c3nc4ccccc4[nH]3)cc2)n1,0.1,-6.4,1.7,39.5,2.6,23.8,-3.7,-0.4,9.7
COc1ccc(OC)c(NC(=O)COC(=O)CCC2CCCC2)c1,-1.4,6.2,4.0,-18.7,6.5,-10.2,-0.4,3.6,-6.0
CCN(C(=O)COC(=O)c1nn(-c2ccccc2)c(=O)c2ccccc12)C1CCS(=O)(=O)C1 (stereo not given),-2.4,0.5,1.7,-6.3,-16.8,-2.6,-2.1,-2.2,2.2
CC1(C)CC2CC(C)(CN2C(=O)c2ccc([N+](=O)[O-])cc2)C1 (stereo not given),0.2,0.7,0.1,-14.0,-2.5,9.7,-7.2,-6.1,0.0
CC(NC(=O)CN(C)S(=O)(=O)c1ccc2c(c1)c(=O)n(C)c(=O)n2C)c1ccccc1 (stereo not given),2.5,0.9,0.2,-10.4,-20.8,-8.8,-4.6,-3.9,-9.0
Cc1cc(C(=O)Nc2ccc(N3CCOCC3)c(Cl)c2)c(C)o1,-1.1,22.7,2.4,76.8*,53.7,57.5*,-0.4,0.3,56.7*
Cc1cc(NC(=O)C(C)C)ncc1NC(=O)c1ccco1,-2.5,14.7,0.5,-1.6,nt,1.7,nt,9.3,-5.4

# An excerpt from above in order of count of non-hydrogen atoms, rising.
SMILES,MIN6 prolif,SENP8 block-1,SENP1 FRET inh,SENP6 inh,PfG6PD inh,SENP7 inh,HKDC1 inh,UBC13 polyUb,SENP8 block-2
COc1ccc(OC)c(NC(=O)COC(=O)CCC2CCCC2)c1,-1.4,6.2,4.0,-18.7,6.5,-10.2,-0.4,3.6,-6.0
Cc1cc(OCc2cc(C(=O)N3CCCCCC3)no2)cc(C)c1Cl,-2.7,9.3,4.0,12.5,-3.4,-3.1,-6.8,-7.4,-9.9
CCN(C(=O)COC(=O)c1nn(-c2ccccc2)c(=O)c2ccccc12)C1CCS(=O)(=O)C1 (stereo not given),-2.4,0.5,1.7,-6.3,-16.8,-2.6,-2.1,-2.2,2.2

# One compound at a time, as listed above. Order of screens: MIN6 prolif | SENP8 block-1 | SENP1 FRET inh | SENP6 inh | PfG6PD inh | SENP7 inh | HKDC1 inh | UBC13 polyUb | SENP8 block-2
# Shown for c1ccc(-c2csc(-n3cccn3)n2)cc1 : 0.4 | 13.4 | 1.8 | -22.2 | 5.3 | 19.4 | -1.2 | 5.8 | -2.4
# Shown for Cc1ccc(Cl)cc1N1CCN(C(CC(C)C)c2nnnn2CC2CCCO2)CC1 (stereo not given) : -3.5 | 36.4 | 2.2 | -11.3 | -6.2 | -9.0 | -1.9 | 0.0 | -10.2

# Further records follow.
SMILES,MIN6 prolif,SENP8 block-1,SENP1 FRET inh,SENP6 inh,PfG6PD inh,SENP7 inh,HKDC1 inh,UBC13 polyUb,SENP8 block-2
Cc1cccc(C)c1OCC(=O)Nc1cccc(NC(=O)c2ccco2)c1,1.1,12.4,-1.5,-14.9,16.8,-3.1,-0.9,-4.8,1.5
CNC(=O)CS(=O)CC(=O)Nc1cc(OC(C)C)c(Cl)cc1Cl (stereo not given),-2.4,4.8,-3.0,-9.2,-18.0,3.9,-1.1,2.1,-2.0
CSc1nsc(SCC(=O)Nc2ccccc2)n1,-2.6,1.0,0.8,-18.7,-7.4,-2.0,3.8,6.6,-13.4
Cc1ccc(S(=O)(=O)Cn2nnnc2CN(Cc2ccco2)Cc2cccs2)cc1,-1.1,11.1,-1.2,6.0,-9.2,-6.1,-2.6,3.0,-7.7
O=C(O)c1ccc(NC(=S)NC(=O)c2cncc(Br)c2)cc1,-3.2,26.3,3.2,2.0,-10.2,6.8,4.0,2.6,6.1
O=C(CNC(=O)c1ccc(Cl)cc1)OC1CCOC1=O (stereo not given),0.2,6.9,1.2,2.8,3.0,9.4,18.0,1.9,2.8
O=C(NNC(=O)c1cccc2ccccc12)c1ccc(Cl)cc1,nt,14.3,3.9,nt,-13.9,nt,-6.0,nt,nt
COc1ccc2c(c1)C(=O)N(c1ccccc1OC)C(=O)C2(C)C,-1.6,9.3,1.4,6.9,0.1,5.7,-14.1,-1.0,11.0
O=C(COc1ccccc1Cl)Nc1ccc2c(c1)OCO2,0.0,14.0,-0.9,-15.9,15.6,-5.8,-4.4,10.3,-9.5
O=C(CCc1nc2cccnc2n1Cc1ccccc1)N1CCOCC1,-2.7,13.8,-1.5,-6.4,-0.5,0.7,4.3,-9.5,-2.5
CC(=O)c1sc(N)nc1C,3.9,-6.7&5.4,0.7&-0.5,-10.8,5.1&4.2,-10.5,-2.5,-3.7,-10.0
O=C(O)C1C2C=CC(C2)C1C(=O)OCc1ccccc1 (stereo not given),-0.9,2.6,0.9,-4.6,-0.7,-3.5,-5.3,5.4,2.1
CCN(CC)CCCNc1nc(N)c([N+](=O)[O-])c(NCCO)n1,1.6,27.3,-3.5,-6.3,-0.3,0.4,-2.6,-1.2,0.3
N/C(=N\OC(=O)CCCOc1ccccc1)c1ccccn1,-2.2,14.4,0.8,4.6,-16.6,-3.7,-1.5,-3.5,1.8
COc1cccc(-n2c(-c3ccc4[nH]c(C)c(C)c4c3)n[nH]c2=S)c1,2.8,-98.0,2.5,-8.1,37.5,-9.3,9.1,-5.0,0.7
CCc1ccccc1NC(=O)CCN1C(=O)c2ccccc2C1=O,1.4,22.1,-0.1,-8.7,-12.9,4.1,-6.9,-1.1,-5.7
Cc1ccc(CNC(=O)CCc2c(C)nc3c(c(C)nn3-c3ccc(C)cc3)c2C)cc1,-3.5,-412.6,3.1,-7.8,0.0,-2.3,-13.1,13.2,-2.3
Oc1ccccc1/C=N/Nc1nc2ccccc2o1,-6.2,-26.0,-14.1,82.5*,-3.7,78.9*,11.6,-5.2,68.7*
CCCN(CCC)c1nc2ccccc2nc1C(C#N)C(=O)OC(C)COC (stereo not given),-4.2,nt,nt,-7.7,21.6,-4.9,2.4,-17.6,-5.1
Cc1cc(NC(=O)CSc2cn(CCNC(=O)c3ccccc3)c3ccccc23)no1,-0.6,1.8,0.5,7.2,11.0,13.6,9.1,-1.6,-11.1
CN(C)C(=O)CSc1nnc(C23CC4CC(CC(C4)C2)C3)o1,-2.5,19.7,-2.0,2.1,6.1,7.3,13.9,3.6,-4.2
O=C(N/N=C/c1cc([N+](=O)[O-])cc(Br)c1O)C12CC3CCC(CC(C3)C1)C2,-5.7,26.6,-8.8,-5.2,-49.3,7.8,-15.7,-54.8,2.3
O=c1[nH]cnc(O)c1N=Nc1ccccc1,4.0,1.4,2.6,1.4,-3.0,-3.7,-4.9,-5.6,-10.7
COc1ccc(Br)cc1-c1nc2c(c(=O)[nH]c(=O)n2Cc2ccccc2)n1C,4.7,0.3,3.5,-22.6,0.1,1.9,-3.2,8.4,2.5
COc1ccccc1CNC(c1ccccc1)c1ccccc1,-2.2,26.7,1.7,3.3,-10.3,0.9,1.3,1.4,3.2
O=C(N1CCOCC1)C12CC3CC(C1)CC(n1cnc(Cl)n1)(C3)C2,-2.4,9.8,-0.7,6.7,-2.8,7.0,-5.8,-3.2,1.0
CCN(C[C@H]1N[C@@](Cc2ccccc2)(C(=O)OC)[C@H]2C(=O)N(Cc3ccccc3)C(=O)[C@@H]12)C(=O)c1ccc(C)cc1,-4.9,1.2,3.0,12.2,35.0,11.6,-6.6,-4.3,-3.5
CN(Cc1ccc2c(c1)OCCO2)C(=O)CN1C(=O)NC2(CCCCC2)C1=O,-2.5,1.9,0.3,-9.1,-0.6,-6.9,-12.0,-3.1,-10.5
COc1ccc(C(C)=O)cc1CSCc1cc(C(C)=O)ccc1OC,3.5,22.8,1.0,-31.1,18.0,1.5,-2.0,2.0,3.2
